Compound activity from PubChem.
VLA-4 inh: inhibition in a human VLA-4 binding assay; P13612; VLA-4 expressing cells, ligand binding flow cytometry; inhibition, % (about 7 µM as worked out from the volumes in the protocol); 330,000 compounds, 0.2% hits; in the data active = inhibition above about 50%
GRK2 aptamer HTS: human GRK2 inhibition via aptamer displacement | P25098 | bead flow cytometry, FAM-aptamer displacement from GRK2 | inhibition of aptamer binding, % at 10 µM | 330,000 compounds, 0.59% hits;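 active = inhibition of aptamer binding above 40%, roughly 3 SD of noise, on plates passing a quality check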;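 also: median bead fluorescence of bound FAM aptamer so fluorescent compounds give negative values; no value below 0 was filed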
MEX-5 binding: C. elegans MEX-5 TCR-2 RNA binding activity | Q9XUB2 | MEX-5/FITC-TCR2 RNA binding, fluorescence polarization; stronger effect = lower value | activity score (negative = inhibition of binding), % at 10 µM | 300,000 compounds, 0.38% hits | AID 1832;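 active = inhibition past about -25% in most replicates, and total fluorescence under double the plate's negative control median, limit read from the data; inconclusive = replicates evenly split on the limit, or fluorescence at least double controls; inactive = too little inhibition in most replicates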;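 also: 0% = DMSO and -100% = 5 µM competing unlabeled TCR2 RNA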
CIT2-GFP yeast: modulators of TOR pathway CIT2-GFP in S. cerevisiae. S. cerevisiae CIT2-GFP strain, flow cytometry, 3 h; 100 means same as DMSO wells. GFP response vs DMSO, % at 10 µM. 320,000 compounds, 0.065% hits. AID 2029;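 active = GFP response relative to DMSO above a set limit, near the screen mean plus 3 SD, cut at about 150% in these data; inconclusive = Fewer than 70 cells measured for a yeast strain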;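 also: ratio of well median GFP fluorescence to mean of DMSO wells on the plate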
Bcl-xL primary: Bcl-xL (human) inhibition; Q07817; GST-Bcl-xL / FITC-Bim BH3 peptide fluorescence polarization; inhibition, % at 10.9 µM; 320,000 compounds, 0.7% hits; AID 2129;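 active = inhibition above the mean of all tested compounds plus 3 SD, cutoff set per campaign, cut at about 30% in these data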;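 also: 0% = DMSO wells and 100% = unlabeled Bim-BH3 peptide competitor; inhibitors lower millipolarization by displacing the labeled peptide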
Target sequence (Q07817 whole entry, looked up): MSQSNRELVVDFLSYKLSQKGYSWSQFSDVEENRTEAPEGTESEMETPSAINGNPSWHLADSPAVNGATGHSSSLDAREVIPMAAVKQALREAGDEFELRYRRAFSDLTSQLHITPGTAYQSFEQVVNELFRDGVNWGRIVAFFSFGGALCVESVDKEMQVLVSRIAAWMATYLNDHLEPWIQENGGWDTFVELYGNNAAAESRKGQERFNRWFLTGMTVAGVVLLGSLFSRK
CR mimetic SO: yeast age-related superoxide inhibition as caloric restriction mimetic; S. cerevisiae aged cells, superoxide DHE fluorescence; stronger effect = lower value; superoxide response (% of plate mean), % at 10 µM; 330,000 compounds, 0.18% hits; AID 2690;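 active = superoxide response under a set limit, about three screen SD below normal, cut at about 65% in these data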;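 also: yeast aged for seven days with compound at 30 °C before DHE staining; 100% = average MFI of all compound-treated wells on the plate with controls excluded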
MCL1 BIM primary: inhibitors of human MCL1 binding to BIM-BH3 peptide. 320,000 compounds, 0.68% hits. GST-MCL1 / FITC-Bim-BH3 fluorescence polarization. inhibition, % at 10.9 µM. AID 2057;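 active = inhibition above the mean inhibition of all tested compounds plus 3 SD, set per campaign, cut at about 40% in these data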;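 also: 0% = DMSO wells and 100% = unlabeled Bim-BH3 peptide control; higher means more loss of mP so more displacement of Bim peptide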
Target sequence (Q07820 whole entry, looked up): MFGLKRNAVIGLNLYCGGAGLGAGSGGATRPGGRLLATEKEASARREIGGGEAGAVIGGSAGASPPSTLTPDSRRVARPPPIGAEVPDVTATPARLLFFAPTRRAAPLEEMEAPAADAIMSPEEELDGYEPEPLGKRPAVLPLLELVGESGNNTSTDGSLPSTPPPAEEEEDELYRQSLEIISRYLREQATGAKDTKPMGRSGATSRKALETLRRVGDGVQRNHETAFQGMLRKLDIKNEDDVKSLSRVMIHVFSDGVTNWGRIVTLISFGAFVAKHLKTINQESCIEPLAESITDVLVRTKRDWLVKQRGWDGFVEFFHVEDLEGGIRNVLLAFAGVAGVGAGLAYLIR
AGP1-GFP MLPCN: alters AGP1-GFP fluorescence in TOR pathway yeast screen; GFP response vs DMSO, % at 10 µM; S. cerevisiae AGP1-GFP multiplex flow cytometry, 3 h; GFP as percent of DMSO wells; 320,000 compounds, 0.02% hits;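 active = GFP response relative to DMSO above a set limit, near screen average plus 3 SD, cut at about 150% in these data; inconclusive = fewer than 70 cells counted for the yeast strain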;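 also: median GFP channel fluorescence of the gated AGP1 strain per well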
GLD-1 TGE inh: GLD-1-TGE RNA interaction inhibition (C. elegans); inhibition, % at 5.96 µM; 320,000 compounds, 0.44% hits; purified GLD-1 + fluorescein TGE RNA, fluorescence polarization; AID 2280;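 active = percent inhibition above a per-plate cutoff, the plate mean of test compounds plus 3 SD, cut at about 30% in these data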;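 also: 0% = DMSO wells with GLD-1 and probe and 100% = wells lacking GLD-1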
Target sequence (Q17339 whole entry, looked up): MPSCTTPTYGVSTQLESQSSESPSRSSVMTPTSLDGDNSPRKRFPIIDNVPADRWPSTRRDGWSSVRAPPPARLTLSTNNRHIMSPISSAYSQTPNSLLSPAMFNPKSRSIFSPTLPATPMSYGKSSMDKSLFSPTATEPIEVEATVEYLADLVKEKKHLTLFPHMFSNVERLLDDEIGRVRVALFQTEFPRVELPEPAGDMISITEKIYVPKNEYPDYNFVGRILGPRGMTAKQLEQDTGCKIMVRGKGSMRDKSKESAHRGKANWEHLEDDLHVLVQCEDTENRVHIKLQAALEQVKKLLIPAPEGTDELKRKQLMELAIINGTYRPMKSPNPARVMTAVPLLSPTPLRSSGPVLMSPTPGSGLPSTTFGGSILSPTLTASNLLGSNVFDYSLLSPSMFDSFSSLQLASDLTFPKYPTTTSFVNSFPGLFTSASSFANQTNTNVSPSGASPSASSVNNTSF
* marks the source's active call; other numbers are inactive results; i = inactive; ? = inconclusive; · = no result given.

Each structure is followed by: VLA-4 inh | GRK2 aptamer HTS | MEX-5 binding | CIT2-GFP yeast | Bcl-xL primary | CR mimetic SO | MCL1 BIM primary | AGP1-GFP MLPCN | GLD-1 TGE inh
- Cc1ccc(CN(Cc2ccccn2)C(=O)Nc2c(F)cccc2F)cc1
    10 | 0 | 1.7 | 100 | 2 | 107 | 2 | 97 | -4
- Cc1c(NC(=O)c2cc(CC(C)C)on2)c(=O)n(-c2ccccc2)n1C
    22 | 0 | -0.1 | 95 | -1 | 92 | -1 | 88 | 0
- Cc1ccc(C)c(OCc2nnc(SCC(=O)NC(=O)NCc3ccco3)o2)c1
    -14 | 0 | 2.4 | 104 | 3 | 125 | 3 | 105 | 4
- O=C(c1ccccc1F)N1CCN(Cc2nc3sc4c(c3c(=O)[nH]2)CCCC4)CC1
    2 | 0 | 1.1 | 100 | 0 | 109 | 3 | 108 | 2
- CCOC(=O)c1c(C)[nH]c(C)c1C(=O)COC(=O)c1c(OC)cccc1OC
    9 | 2 | -1.0 | 102 | -4 | 83 | -3 | 99 | -2
- CCN(CC)S(=O)(=O)c1ccc(C)c(NC(=O)c2cc(C)oc2C)c1
    9 | 0 | -0.2 | 95 | 4 | 114 | 8 | 100 | 1
- CCc1ccc(NC(=O)C(=O)N/N=C(\C)CC(=O)NCc2ccc(Cl)cc2)cc1
    7 | 1 | 0.9 | 103 | -1 | 97 | 3 | 105 | -2
- CC(C)(C)NC(=O)COC(=O)CNC(=O)c1cc(Cl)cc([N+](=O)[O-])c1
    -2 | 0 | 0.7 | 99 | 5 | 129 | 1 | 100 | 6
- O=C(NC1=NCCS1)c1ccncc1
    6 | 2 | -1.8 | 100 | 4 | 97 | -5 | 104 | 4
- O=C(Nc1nccs1)c1ccc(F)c(S(=O)(=O)N2CCOCC2)c1
    18 | 0 | -1.2 | 94 | 4 | 103 | 2 | 95 | -8
- Cc1nn(CC(=O)NCc2cccc3ccccc23)c(=O)c2ccccc12
    -3 | 0 | -0.3 | 88 | 0 | 94 | -5 | 98 | -4
- COc1cccc(N2CCN(c3nc(C)cc(C)c3C#N)CC2)c1
    -2 | 0 | -2.8 | 95 | -1 | 98 | 1 | 90 | 2
- O=C(NC(=S)N1CCN(c2ccc([N+](=O)[O-])cc2)CC1)c1ccccc1
    -9 | 0 | -2.3 | 102 | -2 | i | -1 | 101 | -6
- COc1ccc(-c2cc3ccc(OC(C)C(=O)O)cc3oc2=O)cc1 (centres undefined)
    -4 | 1 | -3.1 | 103 | · | 98 | · | 98 | ·
- Cc1cc(C(=O)N/N=C/C=C/c2ccccc2)c(C)o1
    1 | 4 | 3.9 | 99 | 4 | 91 | 2 | 113 | -2
- CCn1cc(CCC(=O)O)c(C)n1
    7 | 1 | -1.1 | 103 | 2 | 89 | 5 | 102 | -1
- CCc1cccc(OCCCN2C(=O)NC(C)(C)C2=O)c1
    10 | 0 | -1.7 | 105 | 4 | 110 | 1 | 107 | 4
- O=C(NCCCn1ccnc1)c1ccccc1Br
    -5 | 1 | 1.1 | 100 | 0 | 101 | -1 | 99 | -2
- CCCC(=O)Nc1sc(-c2ccccc2)c(-c2ccccc2)c1C(=O)O
    -18 | 1 | 1.7 | 103 | 4 | 101 | 5 | 109 | 2
- CCc1nnc(NC(=O)Cc2ccc(S(=O)(=O)N3CCCCC3)cc2)s1
    10 | 0 | · | 94 | 0 | 94 | 0 | 98 | 6
- COc1ccc(C(=O)CC(Nc2ccc([N+](=O)[O-])cc2)c2ccc(Cl)cc2)cc1 (centres undefined)
    4 | 1 | -0.3 | 99 | 5 | 82 | 2 | 102 | 0
- O=C(CN1CCCCCC1)Nc1ccccc1
    -13 | 5 | -0.7 | 97 | 2 | 117 | 7 | 100 | -2
- O=C1NCCCC1C(=O)NCCNC(=O)C(F)(F)F (centres undefined)
    10 | 0 | 2.3 | 97 | -3 | 94 | 0 | 101 | 5
- O=C(c1cccs1)n1nc(-c2ccc(Cl)cc2)nc1NCc1ccco1
    2 | 0 | 0.5 | 97 | 3 | 79 | 9 | 102 | -2
- Cc1cccc2cc3c(NC(=O)C(C)(C)C)nn(CC(C)C)c3nc12
    13 | 0 | -1.1 | 89 | 4 | 96 | -4 | 97 | -5
- CCN(c1ccccc1)S(=O)(=O)c1cc(C(=O)Nc2ccccc2Cl)ccc1F
    -7 | 3 | -1.3 | 104 | 3 | 87 | 5 | 102 | 3
- NNC1=N[C@H]2CS(=O)(=O)C[C@H]2S1
    -17 | 1 | 1.0 | 94 | 1 | 105 | 2 | 93 | 3
- COc1ccc(N2C(=O)c3cccc4c(N(C)CCO)ccc(c34)C2=O)cc1
    -17 | 0 | ? | 104 | · | 107 | · | 100 | ·
- CCCCc1cc(=O)oc2cc(OCc3nn[nH]n3)ccc12
    2 | 3 | 0.3 | 97 | 6 | 98 | 1 | 102 | -1
- CCCOc1ccc(C(=O)NC(=S)Nc2nc3ccccc3s2)cc1
    0 | 1 | 0.1 | 104 | -5 | 80 | -4 | 110 | 11
- O=C1CN(S(=O)(=O)c2cc(C(=O)O)ccc2Cl)c2ccccc2N1
    -47 | 19 | -0.3 | 108 | 4 | 109 | 8 | 103 | 4
- OCCC1CN(C/C=C/c2ccco2)CCN1Cc1ccccc1 (centres undefined)
    8 | 0 | -0.5 | 107 | 19 | 76 | 17 | 109 | 4
- O=C(CSc1ccc(-c2ccc3c(c2)OCO3)nn1)Nc1nccs1
    21 | 1 | -6.4 | 88 | -3 | 100 | -3 | 94 | 5
- Cn1c(=O)c2c(nc(N3CCCCCC3)n2CC(=O)c2ccc(Br)cc2)n(C)c1=O
    2 | 0 | -0.6 | 99 | 6 | 88 | 10 | 105 | -4
- O=C(COc1ccccc1)Nc1c2c(nn1-c1ccc(F)cc1)CS(=O)(=O)C2
    4 | 0 | 1.3 | 99 | 2 | 90 | 5 | 98 | 3
- COc1ccccc1OCC(=O)N/N=C1/C=C(C)CC1
    7 | 2 | -1.9 | 105 | 0 | 82 | 4 | 107 | 4
- CCN(CC)C(=O)COc1ccc(N(C)S(=O)(=O)c2ccc(NC(C)=O)cc2)cc1
    10 | 1 | 1.1 | 109 | 7 | 95 | 6 | 118 | 6
- Cc1ccc[n+](-c2[nH]c(=O)sc2/C=N/N=C(\[O-])CCn2c3ccccc3c3ccccc32)c1
    -7 | 4 | 0.6 | 86 | 14 | 93 | 20 | 108 | 12
- COC(=O)C1CCN(C(=O)COC(=O)Cc2c[nH]c3ccccc23)CC1
    2 | 0 | 2.3 | 104 | 2 | 94 | 2 | 107 | 5
- COc1ccc(C(=O)N/N=C/C(C)c2ccccc2)cc1OC (centres undefined)
    -4 | 0 | -2.7 | 103 | -3 | 105 | 3 | 102 | -9
- N/C(=N\N=C\c1ccc2c(c1)OCO2)SC1CC(=O)N(c2ccc(C(=O)O)cc2)C1=O (centres undefined)
    1 | 3 | -2.7 | 97 | 4 | 197 | 1 | 95 | -5
- O=C(NCc1ccncc1)Nc1ccccc1Cl
    7 | 0 | -0.6 | 100 | 0 | 107 | -4 | 100 | 5
- Oc1ccc(-c2cnc3ccccc3n2)cc1
    -6 | 1 | -0.6 | 81 | 8 | 81 | 1 | 97 | 2
- COc1cc(NC(=O)Cn2cnc3c(OCc4ccccc4)ncnc32)cc(OC)c1OC
    12 | 2 | · | 94 | · | 98 | · | 98 | -1
- Cc1ccc(-c2nc3ccccc3nc2Cl)cc1
    -2 | 1 | -0.2 | 93 | -3 | 103 | -1 | 94 | -1
- Cc1oc(-c2cc(F)ccc2F)nc1CN1CCN(c2ncnc3ccccc23)CC1
    -5 | 0 | -3.3 | 92 | 4 | 95 | -5 | 91 | 4
- O=c1sc(Nc2ccccc2)nc2ccsc12
    15 | 0 | 1.0 | 76 | 2 | 87 | -4 | 79 | 4
- Cc1cc(=O)oc2c3c(ccc12)OC/C3=N/N
    -4 | 4 | -2.5 | 98 | 7 | 101 | 9 | 105 | 1
- COC(=O)c1cn(NC(=O)C2CCC(C(C)(C)C)CC2)c(=O)c2ccccc12 (centres undefined)
    3 | 3 | · | 108 | 1 | 99 | -2 | 107 | -1
- CCCCCCCCS(=O)C1CCS(=O)(=O)C1 (centres undefined)
    2 | 0 | 0.4 | 103 | 1 | 123 | -3 | 100 | -10
- CCn1c(COc2ccc3ccccc3c2C)nnc1SCC(=O)Nc1cccc(C(=O)O)c1
    13 | 1 | 1.4 | 98 | 1 | 101 | 1 | 100 | -9
- Cc1[nH]c(C)c(S(=O)(=O)N(C)Cc2ccccc2)c1C(=O)N1CCCCC1
    3 | 1 | 0.5 | 101 | -4 | 108 | -7 | 102 | 0
- CCN(Cc1ccccc1)C(=O)c1cc(S(=O)(=O)N2CCOCC2)cn1C
    6 | 3 | 1.8 | 93 | 3 | 113 | -2 | 91 | -5
- COc1ccc2[nH]c(=O)c(CNc3ccccc3)cc2c1
    3 | 0 | -1.8 | 105 | 18 | 97 | 16 | 108 | 2
- CCn1c(SCC(=O)Nc2ccc(C)cc2)nnc1-c1ccccn1
    6 | 0 | -0.7 | 91 | -14 | 92 | -3 | 96 | 6
- CC(C)(C)c1ccc(CNC(=O)c2ccc3c(c2)NC(=O)CO3)cc1
    8 | 1 | 1.0 | 112 | 6 | 96 | 7 | 105 | 1
- O=C(Nc1ccccc1)N(Cc1cccs1)C1CCCC1
    -13 | 5 | -1.7 | 114 | 1 | 87 | 6 | · | -1
- CC(C(=O)c1ccc(-c2ccccc2)cc1)[n+]1ccccc1 (centres undefined)
    7 | 5 | -1.3 | · | -4 | 92 | -3 | 96 | -3
- Fc1cccc(Cl)c1CSc1nnc(CN2CCOCC2)n1-c1ccccc1
    12 | 0 | 0.2 | 100 | 3 | 101 | 1 | 106 | -4
- O=C(Cn1cncn1)NCc1cccc2ccccc12
    -5 | 2 | 0.6 | 96 | 4 | 106 | -5 | 96 | -4

New compounds follow
Each structure is followed by: VLA-4 inh | GRK2 aptamer HTS | MEX-5 binding | CIT2-GFP yeast | Bcl-xL primary | CR mimetic SO | MCL1 BIM primary | AGP1-GFP MLPCN | GLD-1 TGE inh
- O=C(N/N=C/c1ccc(O)cc1)c1cccc(N/N=C/c2ccc(O)cc2)c1
    11 | 25 | -0.5 | 103 | 10 | 90 | 3 | 105 | 0
- COc1cccc(OCCNc2cc(Cl)ccc2[N+](=O)[O-])c1
    15 | 0 | 0.0 | 104 | 6 | 89 | 0 | 96 | 5
- O=C(C1CCN(S(=O)(=O)c2ccc(Cl)cc2)CC1)N1CCCC1
    0 | 0 | -1.9 | 101 | -3 | 93 | -2 | 91 | 2
- CCOc1cc(S(=O)(=O)N2CC=C(c3ccc(F)cc3)CC2)c(OCC)cc1-n1cnnn1
    5 | 1 | -2.5 | 98 | 5 | 102 | 1 | 91 | 0
- CC(=O)c1cccc(NC(=S)N2CCc3ccccc32)c1
    -12 | 1 | -2.6 | 100 | 3 | 115 | 10 | 102 | 6
- CC(C)OC(=O)CN1C(=O)C(=O)c2ccccc21
    -2 | 4 | -1.7 | 110 | 10 | 90 | 4 | 112 | 0
- C=CCn1c(SCc2csc(C)n2)nc2sc3c(c2c1=O)CCC(C)C3 (centres undefined)
    13 | 0 | 2.4 | 94 | 6 | 90 | 5 | 92 | -7
- COc1ccc(NC(=S)N(C)CC2COc3ccccc3O2)cc1 (centres undefined)
    -4 | 0 | 0.8 | 91 | 6 | 97 | 5 | 92 | -3
